# Bioassay records (PubChem BioAssay)
# CRFR2-BP ag = agonists of human CRF-binding protein/CRF-R2 receptor complex; HEK293 CRF-R2/CRF-BP, calcium dye fluorescence (FLIPR); percent of saturating CRF peptide response; activation, % at 13.2 µM; 0.46% of 350,000 active;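 active = activation of at least 50%, plus an integration ratio under a set limit after plate pattern correction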;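 also: plate controls were neutral control wells without compound for no effect and CRF at EC100 for full effect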
# p-CIP stab down = p/CIP protein destabilization. AID 1984. F442A p/CIP-EGFP cells, EGFP fluorescence, 16 h. 0.01% of 290,000 active. decrease of EGFP signal, % at 10 µM. Q05BA5;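 active = EGFP signal decrease of at least 30% at 10 µM or well 3 SD below plate mean, unless failing retest; inactive = the rest, including hits failing retest or dose response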; also: some compounds called inactive have numbers as strong as hits; many of its hits are not listed in these tables
# IDE cell activ = boosts human insulin-degrading enzyme activity in HEK cells. P14735. FAbeta-B cleavage, fluorescence polarization; 0% vehicle, 100% cell-free pure enzyme wells. activation, % at 5.96 µM. 0.073% of 340,000 active;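 active = activation above the mean of all tested compounds plus 3 SD, set per screening campaign, cut at about 17% in these data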
# CHRM4 PAM = potentiates acetylcholine response at human M4 receptor; P08173; CHO-K1 hM4/Gqi5, Fluo-8 calcium fluorescence, ACh EC20; 0% = ACh EC20, 100% = maximal ACh; activation, % at 3 µM; 0.4% of 360,000 active; AID 624126;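 active = activation above its plate's cutoff, the mean activation of sample wells plus 3 SD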; also: some results filed as inactive read as strong as hits
# Target sequence (P08173 whole entry, looked up): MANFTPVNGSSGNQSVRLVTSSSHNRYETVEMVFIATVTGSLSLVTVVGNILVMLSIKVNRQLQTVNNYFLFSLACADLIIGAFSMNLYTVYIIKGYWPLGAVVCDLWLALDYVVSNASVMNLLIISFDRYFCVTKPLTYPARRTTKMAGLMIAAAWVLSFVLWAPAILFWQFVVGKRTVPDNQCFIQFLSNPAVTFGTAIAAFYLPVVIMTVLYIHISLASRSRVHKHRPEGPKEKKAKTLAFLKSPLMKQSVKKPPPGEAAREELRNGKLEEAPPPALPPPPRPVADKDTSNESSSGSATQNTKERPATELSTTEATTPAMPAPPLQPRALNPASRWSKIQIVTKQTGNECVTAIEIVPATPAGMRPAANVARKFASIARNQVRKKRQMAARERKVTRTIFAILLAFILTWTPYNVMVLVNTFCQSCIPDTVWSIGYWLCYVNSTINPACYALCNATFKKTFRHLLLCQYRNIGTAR
# CRFBP-R2 block = CRF-BP/CRF-R2 complex antagonism | 0.59% of 350,000 active | HEK293 CRF-R2/CRF-BP, CRF-induced calcium fluorescence | inhibition, % at 11.8 µM | AID 588475;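 active = inhibition of the ligand-induced calcium signal above about 50% at the single tested concentration, limit read from the data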
# PHOSPHO1 inh = PHOSPHO1 (human) inhibition; Q8TCT1; recombinant PHOSPHO1, absorbance phosphatase assay; inhibition, % at 13.3 µM; 1.1% of 290,000 active; AID 1565; in the data active = inhibition above about 60%
# IDE cell inh = cellular human IDE inhibition | HEK cells, FAbetaB cleavage, fluorescence polarization | inhibition, % at 5.59 µM | 0.41% of 320,000 active | P14735 | AID 434962;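 active = percent inhibition above the average of all tested compounds plus 3 SD, set per screening campaign, cut at about 16% in these data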;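 also: IDE supplied by intact live HEK cells; FP after avidin binding of uncleaved biotin substrate so inhibition keeps polarization high; 0% = DMSO wells and 100% = 60 µM reference IDE inhibitor Ii1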
# GalR3 antag = blocks the human galanin receptor 3. AID 651719. 0.44% of 360,000 active. inhibition, % at 3 µM. HEK293 GalR3-CNG cAMP membrane potential fluorescence; galR3 body fused to GalR1 C-terminus;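 active = inhibition above the screen-wide average plus 3 SD, cut at about 13% in these data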;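 also: forskolin and galanin both at EC90 stimulate the cells; cAMP rise reported by CNG channel membrane potential dye signal; 0% = forskolin plus galanin with DMSO and 100% = forskolin alone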
# MEKK3 PB1 HTS = MEKK3-MEK5 PB1 interaction, increase or decrease. Q99759. bead-based flow cytometry, Alexa488-MEK5 binding to MEKK3; actives lie on both sides; 0 = blocked by unlabeled MEK5, 100 = vehicle. binding response (% of control), % at 10 µM. 1.4% of 290,000 active;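 active = binding response more than 3 SD above or below the average of its plate-row segment, actives on both sides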;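 also: Alexa488 bead fluorescence after subtracting the streptavidin-only scavenger bead signal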
# Target sequence (Q99759 whole entry, looked up): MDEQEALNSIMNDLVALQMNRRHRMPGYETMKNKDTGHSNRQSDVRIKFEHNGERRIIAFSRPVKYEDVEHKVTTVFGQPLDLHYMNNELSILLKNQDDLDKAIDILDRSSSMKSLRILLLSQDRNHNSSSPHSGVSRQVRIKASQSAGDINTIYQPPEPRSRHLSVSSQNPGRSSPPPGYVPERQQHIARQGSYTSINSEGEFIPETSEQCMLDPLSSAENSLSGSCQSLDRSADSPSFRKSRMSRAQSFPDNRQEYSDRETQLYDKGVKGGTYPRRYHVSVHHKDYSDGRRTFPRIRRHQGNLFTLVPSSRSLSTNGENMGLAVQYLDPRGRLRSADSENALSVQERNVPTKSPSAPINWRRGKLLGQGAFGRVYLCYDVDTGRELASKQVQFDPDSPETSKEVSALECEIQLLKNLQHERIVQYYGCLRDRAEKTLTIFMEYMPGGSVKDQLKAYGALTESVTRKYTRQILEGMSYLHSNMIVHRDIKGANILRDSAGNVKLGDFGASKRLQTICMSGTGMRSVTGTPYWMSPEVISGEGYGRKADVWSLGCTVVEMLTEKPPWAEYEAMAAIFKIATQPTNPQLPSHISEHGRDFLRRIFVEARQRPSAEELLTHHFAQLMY
# * hit, by the source's call; x = no result given.
SMILES,CRFR2-BP ag,p-CIP stab down,IDE cell activ,CHRM4 PAM,CRFBP-R2 block,PHOSPHO1 inh,IDE cell inh,GalR3 antag,MEKK3 PB1 HTS
COc1ccccc1CCn1cc(C#N)c(=O)[nH]c1=O,5.1,-10,x,-16,-13,-4,-3,-4,81
Cc1c(S(=O)(=O)N2CCN(c3cccc(C(F)(F)F)c3)CC2)c(=O)n(C)c(=O)n1C,0.8,-13,3,6,-24,-9,1,x,100
Cc1ccc(C(=O)NC(=S)/C=C2\N(C)c3ccccc3C2(C)C)cc1,0.5,-28,-2,17,13,-10,6,3,127
C=C1C(=O)OC2C=C(CO)C3OC3C3OC3(C)CC(OC(=O)/C(=C/C)COC(C)=O)C12 (stereo unspecified),-1.3,x,4,-1,8,x,x,0,x
O=[N+]([O-])c1ccc(Sc2cccc3cccnc23)cc1,0.7,-15,-1,-8,44,4,1,-3,97
COCCNC(=S)N1CCC(C(=O)c2ccc(F)cc2)CC1,-2.3,x,7,1,8,x,x,-3,x
O=C(Nc1ccc(-n2cnnn2)cc1)c1cn2ccccc2n1,104*,6,-6,5,-64,37,-1,x,100
COc1ccc(N(CC(=O)N2CCN(C)CC2)S(=O)(=O)c2cc(C)ccc2OC)cc1Cl,6.1,4,2,6,-22,53,0,-2,97
CN(C)S(=O)(=O)c1cc(NC(=O)COC(=O)CC2CC3CCC2C3)ccc1Cl (stereo unspecified),4.3,x,-3,-7,-18,x,3,-7,x
N#C/C(=C\c1c(N2CCC(C(N)=O)CC2)nc2ccccn2c1=O)S(=O)(=O)c1ccccc1,-1.4,0,-8,-4,6,10,2,-3,105
COc1ccc(NC(=O)CN2CCC(C(=O)c3ccc(C)cc3)CC2)c(OC)c1,-1.0,-11,-1,-4,-5,28,-2,-4,101
Cc1c(N(C)S(=O)(=O)c2cccc(C(=O)NCc3cccnc3)c2)c(=O)n(-c2ccccc2)n1C,-1.0,x,x,-3,6,x,x,-8,x
CCOC(=O)c1ccc2c(c1)nc(COc1ccc(OC)cc1)n2CC,-2.2,-5,4,-1,21,-14,5,-9,105
CC(NC(=O)CN1CCC(C(N)=O)CC1)c1ccccc1 (stereo unspecified),3.8,-7,3,3,-6,14,0,1,109
Cc1cc(C)n(CCCNC(=O)c2cc(COc3ccc(C)c(C)c3)on2)n1,1.4,0,5,-3,-15,33,0,-1,95
Nc1nc(SCc2ccccc2)cc(SCc2ccccc2)n1,11,x,2,8,1,x,x,-5,x
O=C(Nc1cccc(C(=O)O)c1)/C(=C/c1ccccc1)NC(=O)c1cccc(Br)c1,-0.7,x,-1,-4,5,x,6,-5,x
CS(=O)(=O)N1CCC(C(=O)Nc2ccc(F)c(Cl)c2)CC1,1.6,-5,1,0,-7,14,3,-5,102
CCOC(=O)c1cc2sccc2n1CCCN1C(=O)c2ccccc2C1=O,-1.3,-8,0,-10,-5,-17,0,-5,96
Cc1ccc(NC(=O)COC(=O)c2sccc2C)cc1S(=O)(=O)N1CCOCC1,0.3,-9,-3,1,-10,3,4,-3,106
COCCCNC(=S)Nc1ccc2nc3n(c(=O)c2c1)CCCCC3,5.0,-1,10,3,16,24,5,0,99
CCCCc1c(C)c2ccc(OC)c(/C(C)=N\O)c2oc1=O,-0.3,-7,1,9,7,13,-5,-3,x
O=C1C=C(C#Cc2ccccc2)C[C@@H](c2ccc(F)cc2)C1,1.7,x,x,3,-2,x,x,-8,x
O=C(NC(Cc1ccccc1)C(=O)N1CCN(c2ccccc2O)CC1)c1ccccc1 (stereo unspecified),0.2,x,-3,-8,-5,x,x,-5,x
COc1ccc(/C=N/NC(=O)c2ccncc2)cc1COc1ccc(NC(C)=O)cc1,3.2,2,x,x,-2,1,2,-3,109

# The list continues:
SMILES,CRFR2-BP ag,p-CIP stab down,IDE cell activ,CHRM4 PAM,CRFBP-R2 block,PHOSPHO1 inh,IDE cell inh,GalR3 antag,MEKK3 PB1 HTS
CC[n+]1c(C)sc2cc(C)ccc21,-0.1,-11,-7,6,0,-3,7,-6,85
O=C(NCc1cccc(Br)c1)C1CC(c2ccccc2[N+](=O)[O-])=NO1 (stereo unspecified),-3.9,x,2,8,-3,x,2,-7,97
COc1ccc(-c2csc(NC3CCCCC3)n2)c(OC)c1,2.7,-13,1,-3,-2,-4,2,-9,98
C(=N\Nc1nc(Nc2ccccc2)nc(N2CCOCC2)n1)/c1c[nH]c2ccccc12,1.9,-30,x,x,-28,33,2,-7,101
Cc1ccc(C(=O)N2CCCC2)c(F)c1F,0.1,-2,6,-5,4,1,5,-3,102
c1ccc(CN2CCN(c3nc4ccccc4c4ccccc34)CC2)cc1,4.9,-2,1,-3,-13,2,-5,-7,111
Cc1ccc(NC(=O)/C(=C/c2cccs2)NC(=O)c2ccco2)cc1,-1.1,-4,-2,10,12,-1,4,-5,122
COCC(=O)Nc1cccc2ccccc12,-0.5,6,2,-3,-11,-3,-3,-4,106
Cc1ccc([C@@H]2CC=C(C(=O)O)[C@H](c3ccc(Br)cc3)N2S(=O)(=O)c2ccccc2C)cc1,15,x,7,-2,33,x,0,-5,x
O=C(CSc1ccc(-c2ccc(F)cc2)nn1)N1CCCc2ccccc21,0.5,-4,-1,-18,-10,-33,6,-8,96
COc1ccc(NC(=O)C(=O)N/N=C/c2cccnc2)c(OC)c1,-0.3,0,0,0,0,25,4,-5,96
Cc1ccc(C2=NN(S(=O)(=O)c3ccccc3)C(c3ccco3)C2)cc1 (stereo unspecified),0.4,x,2,-6,-3,x,-2,-5,x
Cc1cccc(CCNS(=O)(=O)c2ccc3c(c2)NC(=O)CS3)c1,-0.8,-16,6,-2,12,10,0,-6,102
O=C(NCCc1c[nH]c2ccccc12)C(=O)NCC1OCCN1S(=O)(=O)c1ccccc1 (stereo unspecified),-1.2,-7,2,0,2,-5,1,-3,84
N#Cc1ccccc1NC(=O)CSc1nccn1CCc1ccccc1,0.2,-5,0,-4,10,2,2,-6,91
c1ccc(OCC2CCNCC2)nc1,-1.8,-13,5,-3,0,x,-3,-9,105
CCOc1ccc(CCNC(=O)c2ccc(CS(=O)Cc3ccc(Cl)cc3)o2)cc1 (stereo unspecified),-0.4,-22,-6,-6,22,32,-3,-2,97
CC(C)CN(C(=O)CN(C)C(=O)c1ccco1)c1c(N)n(CC(C)C)c(=O)[nH]c1=O,0.5,x,3,13,-2,x,0,0,x
CN(C)c1nc(N)ncc1-c1ccc(Oc2ccccc2)cc1,-0.6,-15,1,8,-2,11,1,-8,101
C#CCNC(=O)C1=C[C@H](c2csc3ccccc23)[C@@H](CCCO)[C@H](OCC)O1,5.3,6,2,1,-7,22,-1,2,99
CCc1ccc(C(=O)NNC(=O)c2cc(S(=O)(=O)N(C)C)ccc2N2CCCC2)cc1,-2.1,-9,-3,-6,3,3,0,0,96
COc1cnc(-c2ccccn2)nc1NC(C)C,-0.5,-3,5,-3,-1,28,-3,-3,93
CN1CCN(CC2(O)CCN(S(=O)(=O)c3ccc(Cl)cc3)CC2)CC1,0.0,-3,3,-5,-1,49,1,-1,103
COc1nc(-c2ccccc2)nnc1-c1ccccc1,0.8,21,1,5,11,8,x,-7,87
COCCN(C(=O)CCSc1ccc(F)cc1)c1c(N)n(Cc2ccccc2)c(=O)[nH]c1=O,-0.6,x,3,3,-7,x,-1,-2,x

# (next part)
SMILES,CRFR2-BP ag,p-CIP stab down,IDE cell activ,CHRM4 PAM,CRFBP-R2 block,PHOSPHO1 inh,IDE cell inh,GalR3 antag,MEKK3 PB1 HTS
c1cncc(CNC2CCCc3ccccc32)c1 (stereo unspecified),-0.7,-3,2,-4,14,2,2,-5,118
O=C(O)CC1=C(O)C(=O)N(c2ccccc2)C1c1ccccc1 (stereo unspecified),0.8,-11,2,10,-3,20,-1,-1,x
CN(Cc1ccccc1)C(=O)c1ccccc1NC(=O)c1ccccc1,-0.4,-4,1,-8,-5,7,1,-9,100
CCOc1ccccc1C1C(C(N)=O)=C(C)Nc2nc(-c3ccc(OC)cc3)nn21 (stereo unspecified),1.3,2,3,-1,-8,-3,8,-3,100
COc1ccc(/C=N/NC(=O)Nc2cccc3nsnc23)cc1,6.3,-4,1,17,-10,-1,1,-6,98
Cc1ccc2nc(N3CCN(Cc4ccc(F)cc4)C3=O)c(C)cc2c1,3.1,0,0,1,-19,-4,-10,-5,98
COc1ccc(Cl)cc1N1C(=O)/C(=C/c2sccc2C)N=C1SCC(=O)NC1CC1,2.6,x,x,-3,12,x,x,-6,x
O=C(Cn1c(-c2ccc(Cl)cc2)noc1=O)N1CCN(c2ccccc2F)CC1,-0.6,0,2,-8,-15,18,0,-8,105
COc1ccc(Cl)cc1N(CC(=O)N1CCN(Cc2ccccc2)CC1)S(C)(=O)=O,-2.5,-2,5,3,0,1,0,-3,125*
S=C(NCc1ccccc1)Nc1cccc2ccccc12,-3.2,-9,-3,-2,3,-5,0,-7,101
CCOc1ccc2ncc(S(=O)(=O)c3ccccc3)c(N3CCN(c4ccccc4)CC3)c2c1,0.1,x,3,13,-6,x,-6,-2,x
CN(C(=O)COC(=O)c1cc(=O)[nH]c2ccccc12)C1CCCCC1,-2.3,x,2,3,-17,x,-3,-5,x
CCSc1nnc(NC(=O)Cc2ccc(OC)cc2)s1,1.6,-15,-1,6,-27,8,2,-3,97
CCOc1ccc(CCNC(=O)CN2C(=O)CCSc3ccccc32)cc1OCC,-1.1,3,-1,-4,-5,20,0,-8,99
CC(OC(=O)c1ccc(Cl)c(S(N)(=O)=O)c1)C(=O)NCc1ccc2c(c1)OCO2 (stereo unspecified),1.5,x,-1,-1,-4,x,4,-3,x
CCOC(=O)Cn1c(=O)c2c(nc3n2CCS3)n(C)c1=O,0.1,-6,-1,-2,-11,-4,4,-2,100
CCCn1c(-c2cc(OC)c(OC)c(OC)c2)nc2nc3ccccc3nc21,0.6,-15,2,-10,3,0,1,-1,103
CCCCOC(=O)C1=C(N)N2C(=O)C(C)SC2=C(C(=O)OCC)C1c1ccc(O)c(OC)c1 (stereo unspecified),-3.1,-11,3,-7,-7,16,3,-6,79
CCc1nc(SCC(=O)O)c(C#N)c2c1CCCC2,0.5,-4,2,1,11,30,3,-2,97
COc1ccc(/C=N\NS(=O)(=O)c2ccc(Cl)cc2)cc1COc1ccccc1[N+](=O)[O-],0.7,4,2,-4,-5,-20,1,-3,108
COc1ccc(C2Nc3ccccc3C(=O)N2NC(C)=O)cc1OC (stereo unspecified),1.9,-4,3,12,-13,16,6,-6,89
Cc1ccc2c(c1)=N/C(=N\c1[nH]c(O)c3ccccc13)N=2,-2.0,x,x,1,42,x,x,-4,x
O=C(NCc1ccccc1)C(c1cccnc1)N(C(=O)c1csnn1)c1ccccc1 (stereo unspecified),-0.7,12,2,-4,-4,35,2,-10,98
CCOc1ncccc1C(=O)N1CCN(C(=O)c2ccccc2)CC1,-1.0,-2,3,15,1,8,-1,6,99
Cc1ccnc(NC(=O)CCS(=O)(=O)c2ccccc2)c1,0.8,-8,0,1,2,31,0,-7,101
Cc1ccc2c(c1)N(CC(=O)NC1CCCC(C)C1C)C(=O)c1cccnc1O2 (stereo unspecified),-3.2,-4,1,1,-11,28,2,1,100

# 2 records drawn at random from the list so far:
SMILES,CRFR2-BP ag,p-CIP stab down,IDE cell activ,CHRM4 PAM,CRFBP-R2 block,PHOSPHO1 inh,IDE cell inh,GalR3 antag,MEKK3 PB1 HTS
CCCCOC(=O)C1=C(N)N2C(=O)C(C)SC2=C(C(=O)OCC)C1c1ccc(O)c(OC)c1 (stereo unspecified),-3.1,-11,3,-7,-7,16,3,-6,79
CCOc1ccc2ncc(S(=O)(=O)c3ccccc3)c(N3CCN(c4ccccc4)CC3)c2c1,0.1,x,3,13,-6,x,-6,-2,x
